# CBFb RUNX1 block: CBF-beta/RUNX1 interaction disruption. Q01196+Q13951. AlphaScreen CBFb-His/RUNX1-biotin binding, biochemical. Potency, µM (top dose mostly 59.8 µM), for inactives: at the highest dose activity, negative = inhibition, usual class: inhibitors. 230,000 tested, under 10 active. AID 1477; further: % of control where 0% means no effect
# Target sequence (Q01196 whole entry, looked up): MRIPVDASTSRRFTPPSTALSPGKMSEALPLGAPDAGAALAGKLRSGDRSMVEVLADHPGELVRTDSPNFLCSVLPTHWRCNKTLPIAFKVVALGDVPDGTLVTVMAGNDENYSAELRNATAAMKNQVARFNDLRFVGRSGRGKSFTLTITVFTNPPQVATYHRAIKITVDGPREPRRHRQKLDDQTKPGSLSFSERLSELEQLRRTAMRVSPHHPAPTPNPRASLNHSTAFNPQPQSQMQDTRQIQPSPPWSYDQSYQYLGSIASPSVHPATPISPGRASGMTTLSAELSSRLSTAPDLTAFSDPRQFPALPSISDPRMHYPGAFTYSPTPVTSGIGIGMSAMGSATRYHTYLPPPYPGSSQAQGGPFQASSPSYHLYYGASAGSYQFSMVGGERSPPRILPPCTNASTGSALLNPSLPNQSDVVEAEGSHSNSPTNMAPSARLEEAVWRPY
# Target sequence (Q13951 whole entry, looked up): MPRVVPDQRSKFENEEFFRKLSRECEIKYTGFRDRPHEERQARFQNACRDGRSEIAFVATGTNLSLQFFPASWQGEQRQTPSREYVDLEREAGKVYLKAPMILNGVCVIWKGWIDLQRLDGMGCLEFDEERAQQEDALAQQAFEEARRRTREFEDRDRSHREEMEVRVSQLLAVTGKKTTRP
#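 Compounds were screened at multiple concentrations against a preformed CBF-beta(His)/RUNX1(biotin) complex (30 nM of each) for 15 min at room temperature, followed by 90 min with nickel and streptavidin beads and AlphaScreen reading.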
# KinaseGlo FLuc: Kinase-Glo luciferase inhibition (counter-screen); Q27757; Kinase-Glo luciferase, ATP luminescence, 8 min; Potency, µM (series often up to 38.3 µM), for inactives: at the highest dose activity change, negative = inhibition, usual class: inhibitors; 200,000 compounds, 0.28% hits; AID 1379; further: potency means the concentration at half of the fitted maximal effect; on the % scale 0 is the no-effect control and ±100 the full control effect; nearly all actives have a fitted effect of over 60% in size
#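 Substrate mix (final 50 mM imidazole pH 7.2, 50 mM KCl, 7 mM MgCl2, 10 uM ATP, 0.01% Tween 20, 0.05% BSA) plus pin-tool compound, then Kinase-Glo detection mix; 8 min ambient, luminescence read.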
# Epigenetic reg: regulators of epigenetic silencing causing reporter derepression in mouse cells; murine LDR cells, GFP reporter derepression, 30 h; Potency, µM (doses to about 53.9 µM), without a hit: top-dose GFP activation, hits mostly activators; 280,000 compounds, 0.2% hits; further: potency means the concentration at half of the fitted maximal effect; % of control where 0% means no effect; nearly all actives have a fitted effect of over 60% in size
#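 Murine LDR cells carrying a silenced, genomically integrated CMV-driven GFP reporter were exposed to compound for 30 hours at 37 C. After PBS washes, GFP-positive cells (20–120 um objects) were counted by laser-scanning microplate cytometry.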
# LMNA splice mod: modulators of lamin A splicing; HeLa LMNA splicing GFP/RFP minigene ratio, 48 h; Potency, µM (doses to about 46.1 µM), without a hit: at the highest dose ratio change, negative = inhibition, actives largely listed as inhibitors; 200,000 compounds, 0.01% hits; AID 1487; active means well fitted inhibition curve with a large enough effect in the signal ratio, with a control signal flat, not every such curve was filed as active; inconclusive means small, poorly fitted or top-dose-only effect, or effect the other way, or a change in a side signal; the % refers to the signal ratio; further: potency means the concentration at half of the fitted maximal effect; on the % scale 0 is the no-effect control and ±100 the full control effect
#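 S3 HeLa stable clones carrying a lamin A-EGFP splicing minigene plus DsRed2 were seeded at 600 cells/well in Opti-MEM with 2% FBS, pin-dosed and incubated 48 h at 37°C. Acumen cytometry (488 nm) gave the GFP/RFP total-intensity ratio.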
# HTT aggregate: mutant huntingtin aggregation inhibition; PC12 HttQ103-GFP aggregates, Acumen cytometry, 40 h; Potency, µM (top dose mostly 46.1 µM), without a hit: at the highest dose activity change, negative = inhibition, actives largely listed as inhibitors; 220,000 compounds, 1.1% hits; AID 1688; further: potency means the concentration at half of the fitted maximal effect; on the % scale 0 is the no-effect control and ±100 the full control effect; nearly all actives have a fitted effect of over 60% in size
#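 Ecdysone-promoter PC12 model expressing HTT exon 1 Q103 fused to GFP, induced by tebufenozide at 100 nM final. Compounds titrated; aggregates sized 1–25 µm scored on a 488 nm laser cytometer.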
# NPSR antagonist: neuropeptide S receptor (human) antagonism, cAMP. Potency, µM (titrated, usually from 38.3 µM), for the others: top-dose activity change, negative = inhibition, hits mostly inhibitors. 220,000 compounds, 1% hits. CHO-NPSR cells, cAMP TR-FRET, antagonist mode. Q6W5P4; further: potency means the concentration at half of the fitted maximal effect; on the % scale 0 is the no-effect control and ±100 the full control effect; nearly all actives have a fitted effect of over 50% in size; many of its hits are not listed in these tables
# Target sequence (Q6W5P4 whole entry, looked up): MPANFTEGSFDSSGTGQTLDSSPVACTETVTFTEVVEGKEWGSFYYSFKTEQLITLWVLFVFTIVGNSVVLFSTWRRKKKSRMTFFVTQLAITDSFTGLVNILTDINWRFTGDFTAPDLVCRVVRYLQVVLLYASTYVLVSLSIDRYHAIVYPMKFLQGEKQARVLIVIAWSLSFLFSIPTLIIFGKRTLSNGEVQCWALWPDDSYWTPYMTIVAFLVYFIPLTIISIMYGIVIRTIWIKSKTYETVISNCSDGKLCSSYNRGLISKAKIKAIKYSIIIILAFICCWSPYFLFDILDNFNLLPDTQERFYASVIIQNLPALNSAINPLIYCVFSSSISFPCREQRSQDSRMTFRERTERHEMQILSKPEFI
# IMPase Li inh: membrane-permeable IMPase blocker, potentiated with lithium; 210,000 compounds, 0.35% hits; AID 1457; Potency, µM (doses to about 59.4 µM), for inactives: at the top dose activity, negative = IMPase inhibition, hits mostly inhibitors; CHO-M1 cells, IP1 TR-FRET (IP-One), carbachol + lithium;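 further: IP1 builds up when IMPase is blocked and the TR-FRET signal falls; potency means the concentration at half of the fitted maximal effect; plate controls were basal vehicle for no effect and high inhibitor control for full effect; nearly all actives have a fitted effect of over 50% in size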
#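 IP1 accumulation measured by competitive TR-FRET in lysed CHO-M1 cells after 30 min compound exposure at 37C, with a small lithium addition to potentiate weak responses. Hill-equation AC50 from ratio and donor-channel data.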
# * hit, by the source's call; ? = inconclusive; nt = no result given; [ ] = remark or other dose. Unless noted, the call rests on the fitted dose curve; in most records, active means well fitted curve in the direction sought with a large enough effect; inconclusive means small, poorly fitted or top-dose-only effect, or another doubt; inactive means no such curve, though single readings can be large; an effect the other way counts as inactive or inconclusive. Only part of the results is shown (hit frequency here may not be typical).
SMILES,CBFb RUNX1 block,KinaseGlo FLuc,Epigenetic reg,LMNA splice mod,HTT aggregate,NPSR antagonist,IMPase Li inh
COCCn1c(SCc2cc(=O)n3ccsc3n2)nnc1-c1ccncc1,-2%,-2%,-1.1%,nt,-3%,15%,-3%
O=C(O)c1ccc(N2C(=O)CC(SC(=NCc3ccc4c(c3)OCO4)Nc3ccccc3)C2=O)cc1 (configuration not stated),-9%,nt,-0.3%,nt,9%[9.22 µM],-4%,nt
N#C/C(=C\c1ccc(-c2ccc(C(=O)O)cc2)o1)C(=O)NCC1CCCO1 (configuration not stated),-5%,0%,1.0%,-3%,11%,-31%,11%
COC(=O)C(NC(C)=O)(Nc1cc(C)ccn1)C(F)(F)F (configuration not stated),-2%,nt,-0.3%,nt,9%[9.22 µM],-24%,nt
CCOC(=O)CCC(NC(=O)CCCC(=O)NC(CCC(=O)OCC)C(=O)OCC)C(=O)OCC (configuration not stated),-6%,-1%,-1.1%,-4%,-3%,14%,-6%
COc1ccc(Nc2nc(N)nc(CN3CCC(C)CC3)n2)cc1,-2%,4%,-0.9%,10%[46 µM],-12%,19%,7%
Cn1c(S(=O)(=O)O)nc2ccccc21,3%,nt,0.0%,nt,-16%[9.22 µM],22%,nt
O=C(CSc1nnnn1C1CCCC1)NCc1ccccc1,1%,1%,-4.4%,-17%,-5%,7%[46.1 µM],0%[38.3 µM]
S=C(S)O[C@@H]1C[C@@H]2C[C@H]1[C@@H]1CCC[C@H]21,nt,1%,1.0%,nt,nt,nt,14%
COc1ccc(NC(=O)Cn2c(=O)n(-c3ccc(OC)cc3OC)c(=O)c3c(C)c(C)sc32)cc1,-2%,4%,-1.1%,-15%,-9%,-5%,-3%
O=C(O)CCCCCNC(=O)c1ccncc1,1%,-5%,0.0%,-3%,19%,7%[46.1 µM],11%[38.3 µM]
CCCC(=O)Nc1nnc(-c2ccc3c(c2)OCCO3)o1,-11%,7%,3.8%,3%[46 µM],?,15%,-5%
Cc1ccc(C(=O)NCCn2ccc3ccccc32)cc1[N+](=O)[O-],-5%,3%,-3.7%,?,-1%,-11%,1%
O=C(CCCc1nc2ccccc2s1)Nc1ccccc1,6%,1%,0.0%,?,-3%,6%,3%
c1ccc2c3c([nH]c2c1)C(C1CCCCC1)N(Cc1ncc[nH]1)CC3 (configuration not stated),-5%,-1%,-6.6%,nt,-17%,36%,11%

# Results in LMNA splice mod, NPSR antagonist and IMPase Li inh, for two of the compounds above:
mol | LMNA splice mod | NPSR antagonist | IMPase Li inh
O=C(CSc1nnnn1C1CCCC1)NCc1ccccc1 | -17% | 7%[46.1 µM] | 0%[38.3 µM]
S=C(S)O[C@@H]1C[C@@H]2C[C@H]1[C@@H]1CCC[C@H]21 | nt | nt | 14%

# (cont.)
SMILES,CBFb RUNX1 block,KinaseGlo FLuc,Epigenetic reg,LMNA splice mod,HTT aggregate,NPSR antagonist,IMPase Li inh
S=C(Nc1ccccc1)N1CCOCCOCCN(C(=S)Nc2ccccc2)CCOCCOCC1,-5%,nt,7.4%,nt,-16%[9.22 µM],?,nt
CN1CCC(OC(=O)Cc2ccc(Cl)cc2)CC1,13%,-3%,1.1%,14%[46 µM],4%[9.22 µM],3%,12%
CCOC(=O)NNC(=O)C12CC3CC(CC(C3)C1)C2,12%,-2%,-4.1%,?,-18%,3%,-4%
COc1ccc(OC)c(S(=O)(=O)NCC2CCCO2)c1 (configuration not stated),-2%,1%,-0.3%,-1%,?,9%[46.1 µM],-1%[38.3 µM]
O=C(CSc1nnc(-c2ccc3c(c2)OCO3)o1)Nc1ncc(C(F)(F)F)cc1Cl,-3%,-2%,-3.0%,nt,-30%,6%,3%
Cc1[nH]c2ccccc2c1C(=O)C(=O)NCc1cccs1,5%,0%,-1.1%,nt,8%,-3%,2%
Cc1[nH][nH]c(=O)c1C(c1ccc(-c2cccc(Cl)c2)o1)c1c(C)[nH][nH]c1=O,9%,nt,-1.2%,nt,-7%[9.22 µM],5%,nt
C/C(Cl)=C\Cn1c(NCCc2ccccc2)nc2c1c(=O)n(C)c(=O)n2C,-4%,-1%,-1.0%,?,4.5µM*,-11%[46.1 µM],4%[38.3 µM]
CCn1cc([N+](=O)[O-])c(C(=O)Nc2ccn(Cc3ccccc3F)n2)n1,2%,-4%,-3.2%,-9%,6%,7%[46.1 µM],20%[38.3 µM]
N#Cc1nc(-c2ccco2)oc1N1CCCC1,-2%,-3%,1.0%,8%,1%,-3%[46.1 µM],25%[38.3 µM]
NS(=O)(=O)c1ccc(NC(=O)CN2C(=O)c3ccccc3C2=O)cc1,-5%,nt,-6.1%,nt,5%[9.22 µM],4%,nt
COc1ccc(N2CC(C(=O)Nc3ccc(S(=O)(=O)Nc4nccs4)cc3)CC2=O)cc1 (configuration not stated),0%,3%,6.4%,nt,0%,14%,-4%
O=C(CSc1nnc(-c2cccs2)n1-c1ccccc1)N1CCN(C(=O)c2ccco2)CC1,-1%,-6%,-1.1%,10%,9%,-21%[46.1 µM],-22%[38.3 µM]
COc1cc(NC(=O)Nc2cccc([N+](=O)[O-])c2)cc(OC)c1,-9%,2%,-0.1%,nt,?,-22%,3%
O=C(c1cc2nc(-c3ccc(F)cc3)cc(C(F)(F)F)n2n1)N1CCCC1,0%,-5%,0.0%,?,-15%,6%[46.1 µM],2%[38.3 µM]

# Structures listed above that bear a hit mark in HTT aggregate.
SMILES | CBFb RUNX1 block | Epigenetic reg | HTT aggregate | NPSR antagonist | IMPase Li inh
C/C(Cl)=C\Cn1c(NCCc2ccccc2)nc2c1c(=O)n(C)c(=O)n2C | -4% | -1.0% | 4.5µM* | -11%[46.1 µM] | 4%[38.3 µM]

# The list continues.
SMILES,CBFb RUNX1 block,KinaseGlo FLuc,Epigenetic reg,LMNA splice mod,HTT aggregate,NPSR antagonist,IMPase Li inh
Cc1nc2nc(C)c(CCC(=O)N3CCN(c4ccccn4)CC3)c(C)n2n1,0%,0%,0.0%,-7%,1%,6%[46.1 µM],-4%[38.3 µM]
COc1ccccc1N1C(=O)C2CCC(c3ccccc3)CC2C1=O (configuration not stated),-4%,1%,1.1%,?,20%,5%,7%
Cc1ccc(C)n1-c1ccc(C(=O)Nc2ccccc2)cc1,1%,-8%,2.1%,21%,?,-4%,5%
O=S(=O)(c1cccc(C(F)(F)F)c1)N1CCN(c2ccccc2)CC1,10%,19%,2.9%,-6%,?,-10%[46.1 µM],23%[38.3 µM]
N#C/C(=C\c1ccc(-c2cccc([N+](=O)[O-])c2)o1)C(=O)Nc1nc(-c2cccs2)cs1,-12%,nt,-1.1%,nt,-12%[9.22 µM],0%,nt
Cc1sc2c(=O)n3c(nc2c1C(=O)NCCCN1CCOCC1)CCCCC3,2%,2%,0.7%,2%,-8%,-9%[46.1 µM],15%[38.3 µM]
COc1ccc(-c2ccc(C)cc2)cc1[C@H]1[C@@H]2C=CCC[C@@]2(C)C(=O)N1Cc1ccccc1,10%,nt,1.4%,nt,35%[9.22 µM],-56%,nt
CN(C)CCNC(=O)C(=O)NCC1OCCN1S(=O)(=O)c1ccc2c(c1)OCCO2 (configuration not stated),9%,nt,1.1%,nt,11%[9.22 µM],9%,nt
CCN1CCN(c2cc(C)c3cc(NC(=S)N4CCCC4)ccc3n2)CC1,2%,4%,-0.6%,-21%[46 µM],1%,3%,7%
CCO[C@@H]1OC(C(=O)NC2CC2)=C[C@H](c2c[nH]c3ccccc23)[C@H]1CCCO,7%,nt,3.6%,nt,?,8%,nt
N#Cc1c(-c2ccccc2)nc2n(c1=O)CCS2,3%,3%,-1.1%,14%,-3%,1%[46.1 µM],-5%[38.3 µM]
COc1cc(/C=C/c2noc(-c3ccccc3O)n2)ccc1OC(C)=O,4%,nt,4.8%,nt,-3%[9.22 µM],6%,nt
COc1ccccc1-c1noc(CCC(=O)Nc2cc(C(F)(F)F)ccc2Cl)n1,4%,-1%,0.0%,-19%,8%,-21%[46.1 µM],8%[38.3 µM]
CC(C)(C)NCc1cc(Br)ccc1OCc1cccs1,-1%,nt,-0.9%,-18%,27%,15%[46.1 µM],nt
COc1ccc(N(CC(O)Cn2c(C)nc3ccccc32)S(=O)(=O)c2ccc(C)cc2)cc1 (configuration not stated),3%,3%,0.0%,-22%,2%,3%,8%
CCOC(=O)N1CCN(C(=O)C2CC(c3ccccc3OC)=NO2)CC1 (configuration not stated),1%,-4%,-0.3%,6%,18%,-3%[46.1 µM],-4%[38.3 µM]
O=C(CSc1ncc(-c2ccccc2)n1-c1ccccc1)NCc1ccco1,?,0%,-2.1%,-7%,-4%,-27%[46.1 µM],26%[38.3 µM]
CC1CCN(c2c(NCc3ccc(C(=O)NCc4ccco4)cc3)c(=O)c2=O)CC1,2%,3%,5.7%,-5%,16%,-56%,3%
Cc1ccccc1C(=O)NNC(=O)c1ccc(F)cc1,1%,-9%,-0.8%,-2%,-11%,-4%[46.1 µM],1%[38.3 µM]
COc1ccccc1/C=N/N1C(=O)C2C3C=CC(CC3)C2C1=O (configuration not stated),-5%,8%,-0.1%,nt,1%,13%,17%
Cc1cccc(C)c1OCCCN1CCCC1,1%,3%,-1.0%,6%,23%[9.22 µM],-4%[46.1 µM],26%[38.3 µM]
COc1cc(/C=N/NC(=S)NCc2ccccc2)ccc1OCC#N,-13%,-2%,1.1%,?,?,-8%,12%
CC1CCCN(S(=O)(=O)c2ccccc2[N+](=O)[O-])C1 (configuration not stated),-8%,-2%,-1.1%,-7%,7%,7%,0%
Cn1cccc1Cc1nnc(SCC(=O)Nc2ccc(Cl)cc2)n1-c1ccc(F)cc1,-6%,6%,-1.0%,-22%,5%,-47%,6%

# An excerpt of these results, with values under each structure.
# The line under a structure holds: CBFb RUNX1 block, KinaseGlo FLuc, Epigenetic reg, LMNA splice mod, HTT aggregate, NPSR antagonist, IMPase Li inh
Cc1cccc(C)c1OCCCN1CCCC1
 : 1%, 3%, -1.0%, 6%, 23%[9.22 µM], -4%[46.1 µM], 26%[38.3 µM]
COc1cc(/C=N/NC(=S)NCc2ccccc2)ccc1OCC#N
 : -13%, -2%, 1.1%, ?, ?, -8%, 12%
CC1CCCN(S(=O)(=O)c2ccccc2[N+](=O)[O-])C1 (configuration not stated)
 : -8%, -2%, -1.1%, -7%, 7%, 7%, 0%
Cn1cccc1Cc1nnc(SCC(=O)Nc2ccc(Cl)cc2)n1-c1ccc(F)cc1
 : -6%, 6%, -1.0%, -22%, 5%, -47%, 6%

# Compound activity as filed in PubChem BioAssay.
